SW480 rereplic: induces DNA re-replication in SW480 colon adenocarcinoma cells; SW480 DNA re-replication, Hoechst DNA content imaging, 48 h; Potency, µM (series often up to 46.1 µM), for inactives: top-dose re-replication activation, most hits filed as activators; 340,000 compounds, 1.8% hits; AID 624297; also: potency is read from the fitted curve at half-maximal effect; % of control where 0% means no effect; nearly all actives have a fitted effect of over 55% in size
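Image-based DNA-content assay: after two days of treatment, nuclei were labelled with the DNA dye Hoechst and imaged, and hits were compounds raising the count of nuclei showing high fluorescence intensity.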
KB-3-1 tox: KB-3-1 parental cell cytotoxicity; Potency, µM (series often up to 46.1 µM), for the others: at the highest dose activity change, negative = cytotoxic, usual class: cytotoxic; AID 1347075; 400,000 compounds, 1.4% hits; KB-3-1 viability, CellTiter-Glo ATP luminescence, 72 h; also: potency is read from the fitted curve at half-maximal effect; % is scaled to controls: 0 for no effect and ±100 for the full control effect; nearly all actives have a fitted effect of over 60% in size
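Cells are dispensed, compounds pinned in, plates held at 37 °C for 72 h, then CellTiter-Glo is added and luminescence read after 10 minutes. Cell line: parental KB-3-1 in phenol-red-free DMEM, 10% FBS.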
HT1080 IDH1KD tx: kills HT-1080 cells with IDH1 knockdown; HT-1080 IDH1 knockdown viability, ATP luminescence, 48 h; Potency, µM (top dose mostly 46.1 µM), without a hit: at the highest dose activity, negative = toxicity, usual class: cytotoxic; 360,000 compounds, 2% hits;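 also: potency is read from the fitted curve at half-maximal effect; 0% = DMSO wells and -100% = cell-free medium wells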
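CellTiter-Glo luminescence after 48 h compound exposure at 37 degrees C of IDH1-knockdown HT-1080 cells in 5% FBS RPMI. %Activity scaled between DMSO wells and cell-free media wells, with curves fitted and assigned curve classes.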
IL1B secr inh: blocks inflammasome-driven IL-1 beta release. AID 743279. 360,000 compounds, 4.7% hits. activity change, % at 57.5 µM. THP-1 LPS/ATP IL-1B secretion, AlphaLISA, 16 h; active compounds read low; in the data active = activity change below about -50%; inconclusive = mostly about -30% to -49%; also: % is scaled to controls: 0 for no effect and ±100 for the full control effect
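Secreted IL-1B measured by AlphaLISA bead assay after 16 h compound exposure of THP-1 cells; compounds (final up to 57.5 uM) added 1 h before LPS (250 ng/mL) and ATP (1.25 mM) stimulation; lower signal means less secretion.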
MCF10A rereplic: inducers of DNA re-replication in MCF 10A breast cells. AID 624296. MCF 10A DNA re-replication, Hoechst nuclear intensity, 48 h. Potency, µM (series often up to 46.1 µM), for inactives: top-dose activity, positive = re-replication, usual class: activators. 350,000 compounds, 2.9% hits; also: potency is read from the fitted curve at half-maximal effect; % of control where 0% means no effect; nearly all actives have a fitted effect of over 50% in size
HT1080-NT tox: kills 2HG-producing HT-1080-NT fibrosarcoma cells. HT-1080-NT fibrosarcoma viability, CellTiter-Glo ATP luminescence, 48 h. Potency, µM (series often up to 46.1 µM), for inactives: top-dose activity, negative = less viability, actives largely listed as cytotoxic. 360,000 compounds, 1.6% hits;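 also: NT is the 2HG producing partner of a matched IDH1 knockdown line; potency is read from the fitted curve at half-maximal effect; 0% = DMSO-treated cells and -100% = media-only wells without cells; nearly all actives have a fitted effect of over 55% in size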
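A 48-hour cytotoxicity screen used HT-1080-NT cells plated 2 hours before compound delivery. ATP-based CellTiter-Glo luminescence measured viability, normalized to DMSO and no-cell controls.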
D3 ag: activates the human D3 dopamine receptor; D3R DiscoveRx beta-arrestin cells, luminescence, 90 min; P35462; 410,000 compounds, 0.58% hits; AID 652048; max activation, %; in the data active = max activation above about 30%; also: 0% is about no effect; mostly tested at two doses, the higher about 12 µM
Target sequence (P35462 whole entry, looked up): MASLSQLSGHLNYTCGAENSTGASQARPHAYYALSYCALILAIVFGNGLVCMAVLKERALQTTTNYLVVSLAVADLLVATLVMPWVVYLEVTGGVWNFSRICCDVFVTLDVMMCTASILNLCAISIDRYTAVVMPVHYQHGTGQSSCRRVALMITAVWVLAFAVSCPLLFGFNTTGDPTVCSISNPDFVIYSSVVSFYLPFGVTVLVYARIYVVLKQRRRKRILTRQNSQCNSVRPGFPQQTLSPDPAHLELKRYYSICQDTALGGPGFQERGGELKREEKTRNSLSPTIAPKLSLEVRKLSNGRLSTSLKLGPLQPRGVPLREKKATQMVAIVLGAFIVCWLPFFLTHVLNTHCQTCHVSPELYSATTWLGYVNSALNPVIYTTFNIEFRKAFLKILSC
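Agonist mode: compounds and dopamine controls were applied to plated cells for 90 min at 37 degrees C after an overnight attachment at 1500 cells/well. Luminescent read-out followed 30 - 60 minutes at room temperature with DiscoveRx detection reagent.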
HEK293 tox: cytotoxicity counter-screen for GLP-1 receptor inverse agonists; Potency, µM (doses to about 38.3 µM), for the others: top-dose activity change, negative = inhibition, actives largely listed as inhibitors; 410,000 compounds, 0.13% hits; HEK293 cAMP-luciferase reporter cells, luminescence, 24 h;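 also: loss of luciferase light is scored as toxicity; potency is read from the fitted curve at half-maximal effect; % is scaled to controls: 0 for no effect and ±100 for the full control effect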
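Luminescence readout: signal drop marks cytotoxicity. Plated cells grew 12 h at 37 °C, 5% CO2, received 23 nL compound for 24 h, then got luciferase reagent, read after 12 min at RT.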
KB-V1 cytotox: KB-V1 MDR subline cytotoxicity; AID 1347076; 400,000 compounds, 3.4% hits; KB-V1 MDR cells viability, CellTiter-Glo, 72 h; Potency, µM (titrated, usually from 46.1 µM), without a hit: at the highest dose activity change, negative = cytotoxicity, actives largely listed as cytotoxic; also: potency is read from the fitted curve at half-maximal effect; % is scaled to controls: 0 for no effect and ±100 for the full control effect; nearly all actives have a fitted effect of over 60% in size
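Following 72 h at 37 degrees C with compound, KB-V1 cell viability was read by CellTiter-Glo luminescence, medium being phenol-red-free DMEM plus 10% FBS; concentration-response parameters came from normalized, curve-fitted qHTS data.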
* hit, by the source's call; i = inactive; ? = inconclusive; · = not tested or not shown; [ ] = dose if it differs, or a comment. Unless noted, calls follow the shape of the dose curve; as a rule, active = well fitted curve in the direction sought with a large enough effect; inconclusive = small, poorly fitted or top-dose-only effect, or another doubt; inactive = no such curve, though single readings can be large; an effect the other way counts as inactive or inconclusive.

Each structure is followed by: SW480 rereplic, KB-3-1 tox, HT1080 IDH1KD tx, IL1B secr inh, MCF10A rereplic, HT1080-NT tox, D3 ag, HEK293 tox, KB-V1 cytotox
O=C(CC(=O)N/N=C\c1ccccc1[N+](=O)[O-])NCCc1ccccc1
    1%, 8%, 6%, 22, 1%, 0%, -5, -12%, -5%
CN(C)S(=O)(=O)c1cccc(NC(=O)c2cccc(NS(=O)(=O)c3ccccc3)c2)c1
    -2%, 12µM*, ?, -60*, 20%, ?, 10, -1%, ?
O=C(C[C@H]1C[C@H]2c3cc(NC(=O)CC4CC4)ccc3O[C@H]2[C@H](CO)O1)NCc1ccccc1F
    ·, -4%, ?, -10, ·, 15%, -6, 16%, ?
CCN(CC)C(=O)c1sc(NC(=O)c2ccncc2)c(C(=O)OC)c1C
    3%, ?, 10%, 49, -4%, 5%, 6, -5%, -7%
CC1CCN(C(=O)COc2ccccc2F)CC1
    1%, 0%, 10%, 6, -13%, 7%, 0, 1%, 4%
CCc1ccc(CN2CCC(n3nccc3NC(=O)c3ccccc3OC)CC2)o1
    ·, -1%, 9%, -24, ·, 3%, 1, -2%, 21%
CC1(C)Cc2c(cnn2-c2cccc(F)c2)C(NC(=O)CCN2CCCC2=O)C1 (stereo not drawn)
    -2%, -3%, -2%, i, 2%, -13%, -3, 9%, -18%
O=C(Nc1cccnc1Cl)c1cc(-c2ccc(O)cc2)on1
    -10%, -6%, -3%, -2, -5%, 17%, -1, -8%, 0%
CCC(C(=O)Nc1c[nH]c(=O)[nH]c1=O)c1ccccc1 (stereo not drawn)
    -16%, -9%, 22%, -1, 1%, 24%, -4, -7%, 1%
Cc1c(NC(=O)c2cccc(NC(=O)Cc3c(F)cccc3Cl)c2)c(=O)n(-c2ccccc2)n1C
    -23%, 7%, -2%, 9, 4%, -13%, 7, 6%, 3%
Cn1c(=O)c2cc(NC(=O)NCc3ccccc3)ccc2n1Cc1cccc(C(F)(F)F)c1
    ·, 0%, -14%, 23, ·, -7%, -5, -11%, -6%
O=C(c1cc([N+](=O)[O-])ccc1Cl)N1CCN(c2ccc(F)cc2)CC1
    9%, -9%, -4%, -18, -38%[inhibitor], 0%, 1, 16%, 7%
CC(C)=CC(=O)OCC(=O)Nc1cccc([N+](=O)[O-])c1
    ·, ?, 9%, -7, -2%, 16%, 3, -8%, 3%
Cc1cccc(-n2ncc3c2CCCC3NC(=O)CCc2cccnc2)c1C (stereo not drawn)
    0%, -4%, -7%, 21, 5%, -6%, 1, -6%, -18%
CCNc1nc(SC(C)C(=O)Nc2ccccc2)nc(N(C)C)n1 (stereo not drawn)
    5%[1.84 µM], -2%, -6%, -16, 0%, -24%, -13, -20%, ?
Cc1ccc(C)c(CN2C(=O)c3ccccc3S(=O)c3ccc(C(=O)N4CCN(c5ccccc5F)CC4)cc32)c1 (stereo not drawn)
    ·, ?, ·, ·, ·, ·, -6, -2%, ?
CC(OC(=O)C1=Cc2ccccc2OC1)C(=O)NCc1ccco1 (stereo not drawn)
    7%, 3%, 0%, -10, -2%, 0%, 2, 4%, -8%
CCOC(=O)c1c(S(=O)(=O)N2CCCC(C(=O)Nc3ccc(OCC)cc3)C2)c(C)n(C)c1C (stereo not drawn)
    ·, 6%, ·, ·, ·, ·, -7, 9%, 11%
Cc1c(C(=O)CN2CCN(c3ccccc3)CC2)c2ccccc2n1C
    -8%, 4%, -11%, -5, 10%, -19%, -20, -3%, -15%
CN(c1ccc(C(=O)NCc2ccc3c(c2)OCO3)cc1)S(=O)(=O)c1ccccc1
    -5%, -10%, 0%, -7, 6%, -9%, -10, -1%, 1%

Random excerpt: 3 records from the list
Each structure is followed by: SW480 rereplic, KB-3-1 tox, HT1080 IDH1KD tx, IL1B secr inh, MCF10A rereplic, HT1080-NT tox, D3 ag, HEK293 tox, KB-V1 cytotox
O=C(c1cc([N+](=O)[O-])ccc1Cl)N1CCN(c2ccc(F)cc2)CC1
    9%, -9%, -4%, -18, -38%[inhibitor], 0%, 1, 16%, 7%
CCNc1nc(SC(C)C(=O)Nc2ccccc2)nc(N(C)C)n1 (stereo not drawn)
    5%[1.84 µM], -2%, -6%, -16, 0%, -24%, -13, -20%, ?
Cc1ccc(C)c(CN2C(=O)c3ccccc3S(=O)c3ccc(C(=O)N4CCN(c5ccccc5F)CC4)cc32)c1 (stereo not drawn)
    ·, ?, ·, ·, ·, ·, -6, -2%, ?

The listing continues:
Each structure is followed by: SW480 rereplic, KB-3-1 tox, HT1080 IDH1KD tx, IL1B secr inh, MCF10A rereplic, HT1080-NT tox, D3 ag, HEK293 tox, KB-V1 cytotox
COc1ccc(CNC(=S)Nc2cc(OC)ccc2OC)cc1
    -2%, 0%, 9%, -5, -1%, 27%, -14, -23%, 9%
Cc1cc(Br)cn2c(Cc3cccc(F)c3)c(-c3ccc(C#N)cc3)nc12
    ·, ?, -22%, 0, ·, -14%, -9, 0%, -29%
c1ccc(-c2n[nH]c3c2CCC3)cc1
    -10%, 17%, 5%, -6, -4%, 11%, 6, -3%, ?
COc1ccc(CCN2CC(C(=O)N3CCC(OC)CC3)CCC2=O)cc1 (stereo not drawn)
    -4%, 1%, 3%, -16, 1%, 0%, 5, 8%, 18%
CCN(C(=O)COc1ccccc1[N+](=O)[O-])C1CCS(=O)(=O)C1 (stereo not drawn)
    19%, 10%, 2%, 17, ?, 2%, 5, 23%, 2%
C=CCON1C(=O)C(=O)N(OCC=C)[C@H]2CCCC[C@H]21
    -1%, 4%, 12%, 0, -3%, 15%, 0, -15%, 20%
O=C(COC(=O)c1ccc(F)cc1)Nc1nc2ccc([N+](=O)[O-])cc2s1
    -20%, 2%, 2%, -18, 9%, -15%, 4, -2%, -2%
O=C(NCc1cccnc1)c1cc(C2CCCCN2S(=O)(=O)c2cccs2)on1 (stereo not drawn)
    ·, -17%, 3%, -5, ·, -2%, -10, 1%, 0%
CCCC(c1nnnn1CS(=O)(=O)c1ccc(C)cc1)N1CCN(c2ccccc2)CC1 (stereo not drawn)
    16%, -10%, -9%, 9, -4%, 0%, -9, 6%, ?
COc1ccc(CNC(=O)COC(=O)Cc2ccc(Cl)cc2Cl)cc1
    4%, 0%, -1%, -12, 10%, -8%, 13, 2%, -10%
COc1ccc(S(=O)(=O)Nc2cc(S(=O)(=O)c3ccccc3)c(O)cc2C)cc1
    -19%, 3%, -4%, -2, -18%, 2%, 0, 6%, -2%
CCCCCOc1ccc(C(=O)Nc2ccc(N3CCOCC3)cc2N2CCOCC2)cc1
    ?, 12%, 17%, 3, ?, 11%[9.24 µM], -1, -8%, -14%
CCCCOc1ccc(S(=O)(=O)NC(=O)NCc2ccc(OCCC)cc2)cc1
    3%, -2%, 6%[9.24 µM], 44, 27%, 7%, 5, -7%, -2%
COc1cc(/C=C/C(=O)NC2CCCCC2)cc(OC)c1OC
    -4%, 0%, 7%, 7, 4%, 3%, -4, 4%, 11%
CCCCCN(C(=O)CCC(=O)OCC(=O)c1c(C)cc(C)cc1C)c1c(N)n(CCCC)c(=O)[nH]c1=O
    -49%[inhibitor], 6%, -9%, -77*, -14%, -14%, 4, -3%, ?
COc1cc(C2c3[nH]c4ccccc4c3CC3COC(=O)N32)cc(OC)c1O (stereo not drawn)
    ?, ?, ?, 36, ?, ?, -18, -38%, ?
CCCCn1nc2cc(C(=O)NCc3cc(C(F)(F)F)cc(C(F)(F)F)c3)ccc2c1OC
    -18%[9.22 µM], 17%, 4%, -10, -8%, 5%, 15, -9%, -17%
O=C1CC(c2ccccc2)CC(=NCCO)/C1=C(\O)CCCN1C(=O)c2ccccc2C1=O (stereo not drawn)
    -6%, 11%, -10%, 60, -4%, -5%, 2, -1%, ?
CN(Cc1ccccc1)C(=O)Cn1c(=O)oc2cc(S(=O)(=O)NCc3ccccc3)ccc21
    4%, -13%, -14%, 0, 2%, -15%, 11, -3%, -5%
CC1(C)CC(=O)C(C=NCCCN2CCOCC2)=C(O)C1
    0%, 7%, 10%, 19, 10%, 0%, 3, 6%, 17%
CC1CN(S(=O)(=O)c2cccc(C(=O)NCC3COc4ccccc4O3)c2)CC(C)O1 (stereo not drawn)
    -11%, -2%, -11%, 27, 1%, -4%, -1, -16%, 3%
COc1ccc(NC(=O)CCc2nc3cccnc3n2-c2ccccc2)c(OC)c1
    ·, -6%, ·, ·, ·, ·, -11, 3%, 13%

Entries above containing a CF3 group:
Each structure is followed by: SW480 rereplic, KB-3-1 tox, HT1080 IDH1KD tx, IL1B secr inh, MCF10A rereplic, HT1080-NT tox, D3 ag, HEK293 tox, KB-V1 cytotox
Cn1c(=O)c2cc(NC(=O)NCc3ccccc3)ccc2n1Cc1cccc(C(F)(F)F)c1
    ·, 0%, -14%, 23, ·, -7%, -5, -11%, -6%
CCCCn1nc2cc(C(=O)NCc3cc(C(F)(F)F)cc(C(F)(F)F)c3)ccc2c1OC
    -18%[9.22 µM], 17%, 4%, -10, -8%, 5%, 15, -9%, -17%

Whole records from above.
CCCCCN(C(=O)CCC(=O)OCC(=O)c1c(C)cc(C)cc1C)c1c(N)n(CCCC)c(=O)[nH]c1=O across the screens: SW480 rereplic = -49%[inhibitor]; KB-3-1 tox = 6%; HT1080 IDH1KD tx = -9%; IL1B secr inh = -77*; MCF10A rereplic = -14%; HT1080-NT tox = -14%; D3 ag = 4; HEK293 tox = -3%; KB-V1 cytotox = ?
O=C(COC(=O)c1ccc(F)cc1)Nc1nc2ccc([N+](=O)[O-])cc2s1 across the screens: SW480 rereplic = -20%; KB-3-1 tox = 2%; HT1080 IDH1KD tx = 2%; IL1B secr inh = -18; MCF10A rereplic = 9%; HT1080-NT tox = -15%; D3 ag = 4; HEK293 tox = -2%; KB-V1 cytotox = -2%

Outcome played no part in choosing rows; about 11% have a hit in one of these screens.
